tuberculosis growth: growth inhibition of non-replicating M. tuberculosis (AID 488890). one-dose inhibition, % at 25 µM; IC50 in µM for titrated hits. actives 0.39% (n = 320,000). Mycobacterium tuberculosis non-replicating, growth inhibition; higher % means a stronger effect; in the data active = a potency from the dose series; inconclusive = inhibition mostly from about 82% at the one dose, without a potency; inactive = the rest, 99 in 100 with inhibition below about 76%;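 note: plate controls were DMSO cells for no effect and high antibiotic wells for full effect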
H1N1 NS1A inhibition: H1N1 influenza NS1A inhibitors, functional cell based assay (AID 504329). NS1A functional cell-based assay, percent inhibition; higher % means a stronger effect. one-dose inhibition, % at 12.5 µM; IC50 in µM for titrated hits. actives 0.3% (n = 340,000); in the data active = a potency from the dose series; inconclusive = inhibition above about 27% without an active follow-up result; note: strong numbers were not always called active
Salmonella PhoP GFP: Inhibition of PhoP regulon, Salmonella typhi GFP reporter cells, confirmation, 4 h (AID 1850) | Salmonella Typhi PhoP-promoter GFP reporter, fluorescence, 4 h; higher % means a stronger effect | actives 0.33% (n = 310,000) | inhibition, % at 50 µM, or IC50 in µM where a hit was titrated; in the data active = a potency from the dose series; inconclusive = inhibition mostly from about 25% at the one dose, without a potency; inactive = the rest, 99 in 100 with inhibition below about 19%;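 note: 0% = induced wells with vehicle and 100% = uninduced wells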
H37Rv inhibition: M. tuberculosis growth inhibition, HTS (AID 449762). actives 0.59% (n = 330,000). inhibition, % at 25 µM; hits with a dose series show IC50 in µM. M. tuberculosis H37Rv growth inhibition, 7H9 media; higher % means a stronger effect; in the data active = a potency from the dose series; inconclusive = inhibition above about 70% without an active follow-up result;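 note: bacterial growth assessed after seven days of incubation; strong numbers were not always called active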
VEEV TC-83 Vero: inhibitors of VEEV TC-83 cytopathic effect, confirmation, Vero cells (AID 588727) | inhibition, % at 20 µM, or IC50 in µM where a hit was titrated | actives 0.13% (n = 350,000) | Vero cells, VEEV TC-83 cytopathic effect inhibition; higher % means a stronger effect; in the data active = a potency from the dose series; inconclusive = inhibition mostly from about 14% at the one dose, without a potency; inactive = the rest, 99 in 100 with inhibition below about 12%; note: strong numbers were not always called active
VEEV TC-83 Vero 10K pilot screen: also measured in VEEV TC-83 Vero; calls as there; inhibition, %; measured here: 10K pilot screen inhibition
Numbers without * were called inactive; i = inactive; ? = inconclusive; · = no result given.

A first look:
SMILES	tuberculosis growth	H1N1 NS1A inhibition	Salmonella PhoP GFP	H37Rv inhibition	VEEV TC-83 Vero	others
CSc1cccc(NC(=O)CSc2nnc(C)s2)c1	29%	-6%	13%	?	i
Cc1cc(Nc2n[nH]c(N)c2C#N)ccc1F	-14%	-1%	-2%	0%	5.5%
CCCn1c(=O)c2sccc2n2c(CCCC(=O)NCc3ccco3)nnc12	7%	0%	-8%	2%	0.6%

The list itself, from the start:
SMILES	tuberculosis growth	H1N1 NS1A inhibition	Salmonella PhoP GFP	H37Rv inhibition	VEEV TC-83 Vero	others
CSc1cccc(NC(=O)CSc2nnc(C)s2)c1	29%	-6%	13%	?	i
Cc1cc(Nc2n[nH]c(N)c2C#N)ccc1F	-14%	-1%	-2%	0%	5.5%
CCCn1c(=O)c2sccc2n2c(CCCC(=O)NCc3ccco3)nnc12	7%	0%	-8%	2%	0.6%
CCn1c(SCC(=O)NC2CC2)nnc1-c1ccccc1OC	-16%	-8%	-3%	8%	2.9%
O=C(Cc1cc(=O)[nH]c(=O)[nH]1)N1CCC(Cc2ccccc2)CC1	·	-7%	-3%	-6%	4.8%
Oc1c(N=Nc2ccc(F)cc2)ccc2ccccc12	45%	?	-1%	17%	i
CN(CCc1cnn(C)c1)Cc1nc(Cc2ccccc2)no1	30%	-4%	10%	-5%	1.0%
Cc1sc2ncnc(N=Nc3c(O)[nH]c4ccccc34)c2c1C	-13%	0%	-5%	-5%	6.0%
Cc1ccc[n+](CC2OCc3ccccc3CO2)c1	3%	0%	-11%	4%	i
S=c1[nH]nc(-c2cc(-c3ccco3)[nH]n2)n1-c1ccccc1	-26%	11%	3%	-5%	6.9%
O=C(NCCc1ccc(F)cc1)c1ccc(S(=O)(=O)N2CCCCC2)cc1	·	-7%	·	·	3.0%
CCOC(=O)Cn1cnc2c(cnn2-c2ccc(Cl)cc2)c1=O	20%	6%	0%	-4%	2.7%
CCn1nc(C(=O)OCC(=O)c2c[nH]c3ccccc23)c2ccccc2c1=O	16%	14%	-9%	10%	8.8%
CCC(=O)OCCNc1cc(SCCC(=O)OC)c2nonc2c1[N+](=O)[O-]	?	2%	-4%	?	4.2%
S=C(NNc1ccc2ccccc2c1)NC1CCCCC1	?	>100µM*	7%	46%	3.2%
O=C(CSc1cc(Cl)ccc1Cl)NCC(=O)Nc1ccc(F)c(F)c1F	-3%	-4%	21%	15%	0.1%
CCC(C(=O)Nc1ccccc1C(=O)N1CCOCC1)N1C(=O)c2ccccc2C1=O (configuration not stated)	9%	1%	2%	-7%	4.5%
CC(=O)N=c1sc2ccccc2n1C	4%	-43%	-7%	-7%	0.2%
CCOc1ccc(-c2nn(-c3ccccc3)cc2/C=C2\SC(N)=NC2=O)cc1C	2%	-4%	-7%	0%	13%
Cn1cnnc1SCc1ccccc1[N+](=O)[O-]	3%	·	3%	-3%	1.4%
O=C(c1ccc(N2CCCC2)c([N+](=O)[O-])c1)N1CCN(S(=O)(=O)c2ccc(Cl)cc2)CC1	19%	13%	-1%	36%	9.0%
COc1ccc(C(=O)CC2OC(=O)c3c2ccc(OC)c3OC)cc1 (configuration not stated)	-12%	-24%	3%	1%	0.6%
Cc1cc(/C=C2\C(=O)NC(=O)N(c3ccc(Br)cc3)C2=O)c(C)n1C	51%	-2%	-8%	4%	0.3%
COC1CCC(OC2CC(C3(C)CCC4(CC(O)C(C)C(C(C)/C=C(\C)C(=O)C(C)CC(C)C(=O)O)O4)O3)OC3(OC(C4OC(O)(CO)C(C)CC4C)CC3C)C2C)OC1C (configuration not stated)	·	3%	·	·	i
CC(C)Nc1nc(N(c2ccccc2)c2ccccc2)nc(-n2ccnc2)n1	-13%	1%	-1%	-8%	1.6%
CC(Oc1ccccc1)C(=O)N1CCC2(CC1)Oc1ccc(F)cc1C(=O)C21CC(c2ccccc2)=NO1 (configuration not stated)	29%	-4%	-10%	-5%	0.2%
CC(C)CC(NC(=O)COc1ccccc1)C(=O)O (configuration not stated)	-11%	-9%	2%	0%	0.4%
CCOc1cc(/C=N/NC(=O)c2ccncc2)ccc1OC(=O)c1ccc([N+](=O)[O-])cc1	69%	14%	-7%	?	1.2%
Cc1cc2c(cc1S(=O)(=O)N1CCc3ccccc31)NC(=O)CO2	-5%	1%	-3%	-4%	3.4%
COCCC(=O)N1CCC(Oc2ccc(C(=O)NC3Cc4ccccc4C3)cc2)CC1	15%	1%	-7%	-2%	3.4%
CCCCNC(=O)NNC(=O)COc1cc(C)cc(C)c1	-3%	-5%	-1%	2%	1.3%
Cc1ccc(C)c(N(CC(=O)NC2CCCCC2)C(=O)c2csnn2)c1	-10%	6%	-2%	7%	2.5%
CS(=O)(=O)NCCSc1nnnn1-c1ccccc1	13%	-4%	15%	-4%	2.3%
COc1ccc(NC(=O)CN2CCN(CC(=O)Nc3ccc(F)cc3)CC2)c(OC)c1	0%	-7%	4%	5%	i
CC(=O)C1=C(O)C(=O)N(CCc2c[nH]c3ccccc23)C1c1ccc(O)cc1 (configuration not stated)	-3%	2%	-3%	-6%	2.9%
CC1CCC(NC(=O)C(=O)Nc2ccc3c(c2)OCO3)CC1 (configuration not stated)	9%	-57%	-1%	4%	0.4%
O=C(CCC(=O)N1CCN(c2ccccn2)CC1)c1ccc(Cl)s1	33%	-2%	·	6%	1.4%
CCOC(=O)[C@H]1[C@H]2COc3ccc(Br)cc3[C@@H]2N2C(=O)CN(Cc3ccc(OC)cc3)C(=O)[C@@]12C	23%	13%	·	-1%	5.4%
O=C(NCCNc1ccc([N+](=O)[O-])cc1C(F)(F)F)c1ccc(F)cc1	21%	5%	6%	-1%	2.8%
Cc1ccccc1Nc1nc(N)c2ccccc2n1	-3%	-6%	?	-3%	5.0%
O=C(Nc1cc(Br)ccc1O)c1cc(-c2ccccc2)on1	·	0%	·	·	0.7%
COc1ccccc1OCCC(=O)OCC(=O)NC(C)c1ccccc1 (configuration not stated)	3%	-3%	-6%	2%	0.5%
Cc1ccc(C(=O)Nc2ccc(C(=O)O)cc2)cc1S(=O)(=O)NCc1ccccc1	-6%	7%	4%	-6%	0.1%
C=C(C)C(=O)OCC(O)COc1ccc(C(C)(C)c2ccc(OCC(O)COC(=O)C(=C)C)cc2)cc1 (configuration not stated)	17%	2%	-14%	38µM*	4.3%
CCOC(=O)CNC(=O)c1c2c(nc3ccccc13)CCCC2	-3%	2%	-9%	-7%	0.9%

Three entries from above, arranged by formula weight, rising:
SMILES	tuberculosis growth	H1N1 NS1A inhibition	Salmonella PhoP GFP	H37Rv inhibition	VEEV TC-83 Vero	others
COc1ccccc1OCCC(=O)OCC(=O)NC(C)c1ccccc1 (configuration not stated)	3%	-3%	-6%	2%	0.5%
O=C(NCCNc1ccc([N+](=O)[O-])cc1C(F)(F)F)c1ccc(F)cc1	21%	5%	6%	-1%	2.8%
CCOC(=O)[C@H]1[C@H]2COc3ccc(Br)cc3[C@@H]2N2C(=O)CN(Cc3ccc(OC)cc3)C(=O)[C@@]12C	23%	13%	·	-1%	5.4%

Carrying on:
SMILES	tuberculosis growth	H1N1 NS1A inhibition	Salmonella PhoP GFP	H37Rv inhibition	VEEV TC-83 Vero	others
O=C(CCCC(=O)N1CCc2ccccc21)N1CCc2ccccc21	·	1%	·	·	i
S=C1NCN(Cc2cccnc2)CN1	-16%	·	0%	-5%	i
CCCN(CC(=O)Nc1ccccc1C)C(=O)c1ccc(N2CCCCC2)c([N+](=O)[O-])c1	21%	-3%	-4%	9%	7.2%
COc1ccc(C)cc1S(=O)(=O)N1CCN(c2cccc(C(F)(F)F)c2)CC1	-1%	7%	-3%	-2%	i
CNC(=O)c1c(C)[nH]c(=S)c(C#N)c1-c1ccco1	-14%	-5%	8%	4%	i
Cc1ccccc1C(=O)N1CCC(C(=O)NC2CCCC2)CC1	-16%	-3%	-1%	2%	i
CN1CCN(NC(=O)COc2cccc(C(F)(F)F)c2)CC1	-14%	14%	-8%	-6%	i
O=C(O)COc1cccc(NC(=O)C2CCCO2)c1 (configuration not stated)	-17%	-20%	-3%	-8%	1.6%
COc1cccc(NC(=O)[C@@H]2CCC(=O)N2C2OC(=O)c3ccccc32)c1 (some centres not stated)	-16%	3%	-6%	-3%	1.2%
CNC(=S)Nc1ccc([N+](=O)[O-])cc1C	?	2%	4%	-2%	0.7%
COc1ccc(CN(C)C(=O)CSc2nnc(C3CC3)n2C2CC2)cc1	·	0%	·	·	0.2%
O=S(=O)(O)CCN1CCOCC1	6%	-10%	-4%	7%	0.3%
Cc1c(C(=O)c2ccc(F)cc2)c2ccccn2c1CCc1ccccn1	10%	-10%	-1%	4%	10%
COc1ccc(OCC(=O)Nc2ccc3c(c2)nc(CCN2CCC(C)CC2)n3C)cc1	26%	-2%	26%	0%	1.7%
O=C(O)c1cc([N+](=O)[O-])ccc1NCc1ccccc1	21%	7%	0%	2%	0.7%
COc1ccccc1NS(=O)(=O)c1ccc(C(=O)NCC(c2ccco2)N(C)C)cc1 (configuration not stated)	5%	0%	·	-11%	0.5%
C/C(=N\NC(N)=O)c1c(O)n(C)c(=O)n(C)c1=O	2%	3%	-1%	3%	0.7%
O=C1NN=C(c2ccccc2)CC1c1ccc(Cl)cc1Cl (configuration not stated)	-6%	-4%	0%	-4%	0.4%
Cc1ccc(S(=O)(=O)c2c(N)n(CC3CCOC3)c3nc4ccccc4nc23)cc1 (configuration not stated)	11%	-7%	-6%	1%	1.9%
CCN(c1ccccc1)S(=O)(=O)c1ccc(C(=O)N(CCN(C)C)c2nc3c(F)cc(F)cc3s2)cc1	-4%	·	-7%	-5%	·
COCC(=O)N1CCC(n2nnc3cc(C(F)(F)F)ccc32)CC1	-13%	11%	-7%	-4%	0.5%
O=C(CCC(=O)N1CCSc2ccccc21)NCCc1ccccc1	-4%	22%	1%	-2%	0.1%
O=C(COC(=O)c1cccs1)c1ccc2c(c1)OCCO2	?	27%	-10%	-22%	5.1%
O=C1CC(N2CCCN(C3CC(=O)N(c4ccc(F)cc4)C3=O)CC2)C(=O)N1c1ccc(F)cc1 (configuration not stated)	15%	-9%	-6%	0%	0.5%
Cc1ccccc1OCC(O)Cn1c(N2CCCCC2)nc2c1c(=O)[nH]c(=O)n2C (configuration not stated)	13%	4%	11%	6%	9.1%
CC(=O)c1ccc(OCc2cc(C(=O)N3CC[C@@H]4CCCC[C@H]4C3)no2)cc1	?	10%	-1%	24%	0.4%
CO/N=C1\CCCc2c(C(=O)NN)sc(SC)c21	-17%	·	0%	0%	2.8%
Cn1ncc2c(NCc3cccc(C(F)(F)F)c3)c(C(=O)O)cnc21	8%	·	3%	1%	·
N#Cc1c(-c2ccc(Cl)cc2)c(C#N)c(=O)n(N)c1N	19%	-6%	-1%	-4%	1.0%
CC(=O)Nc1cccc(OCc2ccc(S(=O)(=O)Cc3ccccc3)cc2)c1	-15%	-1%	-3%	-5%	i
Fc1ccc(Cc2nnc(-c3cccs3)o2)cc1	?	-1%	-2%	-5%	1.0%
O=C(O)c1c(C(=O)O)c(-c2ccc(Cl)c(Cl)c2)n2c1CSC2	9%	-3%	-6%	-10%	1.7%
Nc1ccccc1C(=O)N=Nc1[nH]c(N)c2ccccc12	-18%	21µM*	-9%	2%	2.8%
O=C(COC(=O)Cc1cn2ccsc2n1)NC12CC3CC(CC(C3)C1)C2	17%	2%	-8%	-5%	i
CN(C)S(=O)(=O)c1ccc(Cl)c(NC(=O)CN2CCNC(=O)C2)c1	-16%	-6%	-9%	-5%	0.6%
COc1ccccc1C(=O)NC(=S)Nc1ccc(Cc2ccncc2)cc1	-16%	-17%	5%	-5%	2.1%
Cc1cc(C)cc(N(C(=O)CNC(=O)c2ccco2)C(C(=O)NC2CCCCC2)c2ccncc2)c1 (configuration not stated)	15%	-3%	15%	3%	i
CCCNC(=O)c1nnsc1Sc1ccc(Cl)cc1	74%	-8%	-7%	-3%	2.4%	VEEV TC-83 Vero 10K pilot screen=0.7
O=C(COC(=O)C1c2ccccc2Oc2ccccc21)Nc1ccc2c(c1)OCO2	56%	-17%	-3%	-5%	4.4%
O=C1CSC(c2ccncc2)N1Cc1ccc(F)cc1 (configuration not stated)	6%	1%	3%	-3%	2.4%
COC(=O)c1ccc(CSc2nnc(CNC(=O)c3ccc(OC)cc3)o2)o1	-2%	-3%	9%	8%	3.5%
CC(=O)c1cccc(NC(=O)CCn2c(=S)oc3ccccc32)c1	-30%	-2%	8%	-4%	0.8%
CC(=O)c1cccc(NC(=O)N[C@@H](CC(C)C)C(=O)O)c1	6%	-1%	1%	-11%	3.6%
